From PubChem BioAssay
Diaphorase inh: inhibits diaphorase or chemically oxidizes, flagging diaphorase assay artifacts. diaphorase resazurin-to-resorufin fluorescence, NADH, 16 min; bacterial (C. kluyveri) enzyme, not human. inhibition, % at 20 µM. 190,000 tested, 0.69% active;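 active = primary screen inhibition at 20 µM above a set limit, cut at about 50% in these data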;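 note: plate controls were DMSO with full reaction for no effect and wells lacking NADH for full effect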
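Test system: bacterial diaphorase enzyme (C. kluyveri); Quantity: 0.14 U/mL diaphorase, enzyme working solution; Times: reaction incubation of 16 min at room temperature; Measured by: fluorescence of resorufin formed from resazurin, Ex 544/Em 590 nm; Benchmarks: positive control minus NADH, DMSO neutral control.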
Efa HMGR inh: inhibitors of class II HMG-CoA reductase from Enterococcus faecalis | purified E. faecalis HMGR, NADPH absorbance 340 nm kinetic | inhibition, % at 10 µM | 190,000 tested, 0.41% active | AID 1066;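 active = inhibition above a set limit, the median over all tested compounds plus 3 SD, cut at about 9.5% in these data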;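 note: enzyme runs in reverse so mevalonate oxidation gives rising NADPH absorbance; 0% = complete reaction with DMSO and 100% = background rate lacking mevalonate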
TNAP inh hiacc: inhibitors of human TNAP at high phosphate acceptor concentration | 200,000 tested, 0.03% active | purified TNAP, CDP-star luminescence, 1 M DEA | P05186 | inhibition, % at 20 µM;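 active = over 50% inhibition of tissue-nonspecific alkaline phosphatase at 20 µM in the single-dose screen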;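 note: plate controls were DMSO wells for no effect and EDTA-quenched wells as full inhibition for full effect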
TNAP inh noacc: blocks human TNAP activity with no phosphate acceptor present. P05186. purified TNAP, CDP-star luminescence, 30 min. inhibition, % at 20 µM. 200,000 tested, 0.26% active;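 active = tissue-nonspecific alkaline phosphatase inhibition above about 50% at 20 µM in the single-dose screen, limit read from the data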;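 note: 0% = DMSO negative control and 100% = EDTA positive control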
PMI activator: increases human mannose-6-phosphate isomerase activity; P34949; purified human PMI, coupled resazurin fluorescence, 20 min; stronger effect = higher value; 1 = vehicle control, 0 substrate-free wells; activation factor at 20 µM; 190,000 tested, 0.005% active; AID 1214;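 active = activation factor of 2 or more at 20 µM, relative to plate controls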
Target sequence (P34949 whole entry, looked up): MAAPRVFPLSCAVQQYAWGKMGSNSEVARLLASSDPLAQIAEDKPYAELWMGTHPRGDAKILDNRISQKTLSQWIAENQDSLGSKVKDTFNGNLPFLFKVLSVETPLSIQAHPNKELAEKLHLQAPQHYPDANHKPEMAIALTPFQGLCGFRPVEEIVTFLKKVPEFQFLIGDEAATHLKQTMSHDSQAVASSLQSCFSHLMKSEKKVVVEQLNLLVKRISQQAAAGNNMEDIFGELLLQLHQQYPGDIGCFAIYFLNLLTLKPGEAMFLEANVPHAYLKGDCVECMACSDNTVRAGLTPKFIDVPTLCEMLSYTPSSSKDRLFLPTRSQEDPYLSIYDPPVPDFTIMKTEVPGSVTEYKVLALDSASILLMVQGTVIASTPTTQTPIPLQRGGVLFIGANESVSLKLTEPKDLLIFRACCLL
FLuc stim CS: firefly luciferase counter-screen for stimulation assays; ATPlite luciferase biochemical, luminescence, 10 min; 0 = ATP-free wells, 1 = DMSO control; 200,000 tested, under 10 active; activation factor at 10 µM; P08659;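 active = luciferase activation factor, scaled between plate controls, of at least 2 with compound at 10 µM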
Target sequence (P08659 whole entry, looked up): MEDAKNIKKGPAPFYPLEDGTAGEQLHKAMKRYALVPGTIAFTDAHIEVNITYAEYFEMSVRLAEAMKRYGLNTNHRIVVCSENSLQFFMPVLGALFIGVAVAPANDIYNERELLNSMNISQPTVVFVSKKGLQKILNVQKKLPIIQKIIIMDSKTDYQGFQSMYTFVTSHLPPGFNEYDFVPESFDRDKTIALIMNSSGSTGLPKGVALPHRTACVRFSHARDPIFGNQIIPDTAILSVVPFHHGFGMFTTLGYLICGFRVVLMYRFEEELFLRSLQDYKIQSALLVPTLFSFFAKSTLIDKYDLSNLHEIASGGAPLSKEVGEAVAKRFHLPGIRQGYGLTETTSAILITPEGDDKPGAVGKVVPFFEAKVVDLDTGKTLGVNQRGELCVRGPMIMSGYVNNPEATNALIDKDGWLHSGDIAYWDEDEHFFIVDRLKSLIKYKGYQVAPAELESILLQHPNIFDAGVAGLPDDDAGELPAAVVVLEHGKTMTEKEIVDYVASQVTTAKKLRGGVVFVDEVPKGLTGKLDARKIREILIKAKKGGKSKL
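Material: luciferase plus luciferin reagent, cell-free. Medium: PBS buffer for ATP. Also added: ATP substrate, dispensed from a 10.24 µM working solution in PBS. Doses: test compounds dosed from 2 mM stocks in 100% DMSO. Incubation: 10 min post-reagent at room temperature. Technique: light output (luminescence). Read-out basis: luminescence gain marking luciferase activators.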
G6PDH counter: inhibits Leuconostoc G6PDH, flagging false hits in G6PDH-based assays; Purified L. mesenteroides G6PDH, diaphorase/resazurin coupled fluorescence, 45 min; AID 1020; 200,000 tested, 0.12% active; inhibition, % at 5 µM; in the data active = inhibition above about 50%
PMI act satM6P: increases human PMI activity with near-saturating mannose 6-phosphate; coupled PMI enzyme assay, resazurin fluorescence, 20 min; stronger effect = higher value; 1 = untreated enzyme, 0 = substrate-free blank; P34949; AID 1216; activation factor at 20 µM; 190,000 tested, 0.34% active;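 active = activation factor of 2 or more at 20 µM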
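Material: human phosphomannose isomerase with PGI, G6PDH, diaphorase coupling enzymes; amount: PMI at 15 ng/mL final; also added: Mannose-6-phosphate 1.0 mM (near-saturating) plus 0.22 mM NADP+; incubation: enzyme reaction with compound 20 min at room temperature; signal: resorufin fluorescence (Ex 544/Em 590 nm) from resazurin via diaphorase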
Diaphorase act: diaphorase activation or chemical reduction counter-screen; Diaphorase/resazurin coupled assay, resorufin fluorescence, 16 min; stronger effect = higher value; 1 = vehicle wells, 0 = NADH-free wells; activation factor at 20 µM; 190,000 tested, 0.005% active; AID 1229;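 active = diaphorase activity raised at least twofold by the compound at 20 µM; inactive = activation factor below 2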
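Assay system: bacterial diaphorase enzyme (C. kluyveri) / Input: enzyme 0.07 U/mL final / Medium: 50 mM HEPES pH 7.4 with 4.542 mM MgCl2, 0.005% Tween 20 / Doses: single compound dose of 20 µM, 1% DMSO final / Incubation: 16 min enzyme reaction, ambient temperature / Signal: fluorescence, excitation 544 nm and emission 590 nm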
TNAP act hiacc: TNAP (human) activation, high acceptor; purified TNAP, CDP-star luminescence, 1 M DEA, 30 min; stronger effect = higher value; 0 = EDTA background, 1 = DMSO-only activity; P05186; activation factor at 20 µM; 200,000 tested, under 10 active;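 active = activation factor at least 2 at 20 µM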
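system = human TNAP | amount = enzyme diluted 1/800 final | reagent = 100 µM CDP-star substrate | signal = luminescent substrate turnover signal | dosing = one dose, 20 µM | benchmarks = EDTA negative control, DMSO positive control | measure = activation factor | timing = 30 min reaction, room temperature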
Active calls of the source: *; x = no result given.

The line under a structure holds: Diaphorase inh | Efa HMGR inh | TNAP inh hiacc | TNAP inh noacc | PMI activator | FLuc stim CS | G6PDH counter | PMI act satM6P | Diaphorase act | TNAP act hiacc
- Cc1cc(C)n2nc(C(=O)Nc3nnc(C4CC4)s3)nc2n1
    2 | -1 | -5 | 5 | 1.1 | 1.1 | 8 | 1 | 1 | 1
- CCOC(=O)N1CCN(C(=O)C(=O)NN)CC1
    12 | -2 | -2 | -5 | 0.9 | 1 | 10 | 0.9 | 0.9 | 1
- O=C(NCc1n[nH]c(=S)n1-c1ccc(Br)cc1)c1ccc(S(=O)(=O)N2CCCC2)cc1
    27 | -5 | -4 | -13 | 1 | 1.1 | 0 | 1 | 0.7 | 1
- CC(=O)Nc1ccc(NC(=O)C(C)OC(=O)CNC(=O)c2sc3ccccc3c2Cl)cc1 (configuration not stated)
    13 | -1 | -1 | -12 | 1.4 | 0.9 | 6 | 1.1 | 0.9 | 1
- CCCSc1nsc(N)n1
    1 | -7 | -4 | -9 | 1 | 1 | 1 | 1 | 1 | 1
- CCCCc1nnc(NC(=O)CN2C(=O)c3ccccc3C2=O)s1
    4 | 5 | 2 | 0 | 0.9 | 1 | 7 | 0.9 | 1 | 1
- CC(=O)N1CCN(c2ccc(NCc3ccc(F)cc3)cc2)CC1
    6 | -8 | -3 | 26 | 1 | 1 | 9 | 0.7 | 0.9 | 1
- O=C(COC(=O)/C=C/c1ccc2c(c1)OCO2)Nc1ccc(S(=O)(=O)N2CCCC2)cc1
    10 | 0 | 1 | -11 | 0.9 | 1 | 5 | 1 | 0.9 | 1
- Cc1cccc(NC(=O)c2cnn(C)c2)c1C
    9 | 0 | -4 | -11 | 1 | 1 | -5 | 1 | 0.9 | 1
- O=C(Nc1ccc(-c2nc3cc(Cl)ccc3c(=O)o2)cc1)c1ccco1
    14 | -5 | 1 | 6 | 0.9 | 1 | -18 | 0.9 | 0.9 | 1
- O=[N+]([O-])c1ccc2nc(-c3ccc(OC(F)F)cc3)cn2c1
    10 | 1 | 0 | -5 | 1.3 | 0.8 | -4 | 1 | 0.9 | 1
- O=C(Nc1cccc(O)c1)c1ccc(C(F)(F)F)cc1
    14 | -5 | -5 | -5 | 0.8 | 0.4 | 14 | 0.7 | 0.9 | 1
- CCCCN(CCCC)c1nc2ccccc2nc1NS(=O)(=O)c1ccc(NC(C)=O)cc1
    8 | 1 | -2 | -1 | 0.9 | 1 | 2 | 1 | 0.9 | 1
- CCOc1ccccc1NC(=O)C1C2CCC3C(CCC21)C3(Cl)Cl (configuration not stated)
    10 | 2 | -8 | -25 | 1 | 1.1 | -2 | 1 | 0.9 | 1.1
- CC(CCc1ccccc1)NC(=O)C(=O)NCc1ccccc1 (configuration not stated)
    -1 | -4 | 0 | -18 | 1.1 | 1.1 | 4 | 1.1 | 1 | 1
- NC(=O)c1ccsc1NC(=O)c1ccco1
    22 | -2 | -8 | -24 | 0.9 | 1 | -3 | 0.9 | 0.8 | 1.1
- COc1cc(NC(=S)N2CCN(C)CC2)c(OC)cc1Cl
    18 | 0 | -5 | -13 | 0.9 | 1.1 | 2 | 0.8 | 0.8 | 1
- CCOC(=O)c1sc(NC(=O)c2ccccc2F)c(C(N)=O)c1C
    45 | -12 | 0 | -10 | 0.8 | 1 | 1 | 0.4 | 0.6 | 1
- Cc1nc2cc(-c3ccc(Cl)cc3)nn2c(C)c1CCC(=O)NCc1ccco1
    -6 | -12 | -4 | 17 | 1 | 1.1 | 6 | 1.1 | 1.1 | 1
- CSc1nsc(SC)c1NC(=O)OCCc1ccccn1
    8 | 2 | 0 | -9 | 1 | 1 | 11 | 1 | 0.9 | 1
- CC1Cc2ccccc2N1CC(=O)Nc1cccc(S(N)(=O)=O)c1 (configuration not stated)
    8 | -3 | 8 | 2 | 0.9 | 1 | 6 | 0.9 | 0.9 | 0.9
- Cc1ccccc1NC(=O)C1CC(Cl)=CCC1C(=O)O (configuration not stated)
    7 | -1 | -2 | -5 | 1 | 1 | 6 | 1 | 0.9 | 1
- COc1ccc(-c2ccnc(SCC(=O)c3ccc(OC)c(OC)c3)n2)cc1
    21 | 4 | 4 | -2 | 0.9 | 1 | -13 | 1 | 0.8 | 1
- Cc1cc(C)c(C#N)c(SCC(=O)OC2CCCCC2)n1
    21 | -2 | -1 | -12 | 0.8 | 1 | 2 | 0.8 | 0.8 | 1
- COCCCC1CCN(C(=O)CCc2nnc(CCCCc3ccccc3)o2)CC1
    12 | -3 | 1 | -1 | 0.9 | 1 | 25 | 0.9 | 0.9 | 1
- CN(C)/C=N/c1c(C#N)nnn1Cc1ccccc1
    0 | 2 | -8 | -10 | 1 | 1 | 8 | 1 | 1 | 1.1
- CCN(CC(=O)NCc1ccc(F)cc1)CC(=O)Nc1ccccc1-c1ccccc1
    10 | -2 | 4 | -6 | 1 | 1 | 8 | 1 | 0.9 | 1
- COC(=O)C1CCN(c2cnccn2)CC1
    0 | 2 | 1 | -7 | 0.9 | 1 | 4 | 1 | 1 | 1
- CNC(=O)COC(=O)/C=C/c1ccco1
    4 | -5 | -7 | -13 | 1.2 | 1 | 0 | 1.1 | 1 | 1.1
- O=C(C/C=N/OCc1ccccc1F)c1cnc(-c2ccc(Cl)cc2)s1
    6 | 4 | 2 | 0 | 1 | 1 | 10 | 1 | 0.9 | 1

Overlap with the part before: four entries, followed by the next part.
Compound	Diaphorase inh	Efa HMGR inh	TNAP inh hiacc	TNAP inh noacc	PMI activator	FLuc stim CS	G6PDH counter	PMI act satM6P	Diaphorase act	TNAP act hiacc
CCN(CC(=O)NCc1ccc(F)cc1)CC(=O)Nc1ccccc1-c1ccccc1	10	-2	4	-6	1	1	8	1	0.9	1
COC(=O)C1CCN(c2cnccn2)CC1	0	2	1	-7	0.9	1	4	1	1	1
CNC(=O)COC(=O)/C=C/c1ccco1	4	-5	-7	-13	1.2	1	0	1.1	1	1.1
O=C(C/C=N/OCc1ccccc1F)c1cnc(-c2ccc(Cl)cc2)s1	6	4	2	0	1	1	10	1	0.9	1
COc1cc(C(=O)OCCCN2CCOCC2)ccc1O	6	-7	-7	-14	1	1.1	1	1	0.9	1.1
Cc1nnc(N2CCOCC2)c2nn(-c3ccccc3)c(C)c12	18	-5	-4	-14	0.9	1	-4	0.9	0.8	1
COc1ccc(-c2nnc3sc(-c4ccccn4)nn23)cc1	22	x	-8	-6	1	1.1	0	0.9	0.8	1.1
COc1cc(-c2nnc(SCC#CCO)o2)cc(OC)c1OC	23	0	-8	-14	0.9	1	8	0.9	0.8	1.1
CCCOC(=O)c1ccc(Oc2c(-c3ccc(O)cc3O)n[nH]c2C)cc1	27	-8	-6	-13	0.9	1.1	7	0.9	0.7	1.1
O=C(COC(=O)c1ccc2c(c1[N+](=O)[O-])C(=O)c1ccccc1C2=O)NC1CC1	27	-2	-2	-9	1.3	1	55*	0.9	0.7	1
Cc1occc1C(=O)NN1C(=O)C2C3CCC(O3)C2C1=O (configuration not stated)	13	0	-4	-9	1	1	-1	1	0.9	1
ClC1(Cl)CC1Cn1c(C2CC2)nc2ccccc21 (configuration not stated)	x	5	-1	-6	x	1.1	9	x	x	1
CC(=O)Nc1ccc(OCCOc2ccc(/C=C3/C(=N)N4C=CSC4=NC3=O)cc2)cc1	6	-8	-1	-2	1	1	1	0.9	0.9	1
CN(C)CCOC(c1ccccc1)c1ccccc1 (tested in a mixture with another compound)	2	-6	2	-6	1	1	10	1.1	1	1
CCC(C)c1ccc(-c2cc(C(=O)OCC(=O)Nc3cc(C)on3)c3ccccc3n2)cc1 (configuration not stated)	11	-7	-6	-18	1	0.8	-3	1	0.9	1.1
CC(=O)c1cnc(-c2ccccn2)s1	6	-9	-1	-18	0.8	1	3	0.9	0.9	1

Compound profiles, from the list above:
CCCOC(=O)c1ccc(Oc2c(-c3ccc(O)cc3O)n[nH]c2C)cc1 as listed: Diaphorase inh = 27; Efa HMGR inh = -8; TNAP inh hiacc = -6; TNAP inh noacc = -13; PMI activator = 0.9; FLuc stim CS = 1.1; G6PDH counter = 7; PMI act satM6P = 0.9; Diaphorase act = 0.7; TNAP act hiacc = 1.1
CCOc1ccccc1NC(=O)C1C2CCC3C(CCC21)C3(Cl)Cl (configuration not stated) as listed: Diaphorase inh = 10; Efa HMGR inh = 2; TNAP inh hiacc = -8; TNAP inh noacc = -25; PMI activator = 1; FLuc stim CS = 1.1; G6PDH counter = -2; PMI act satM6P = 1; Diaphorase act = 0.9; TNAP act hiacc = 1.1
O=C(Nc1cccc(O)c1)c1ccc(C(F)(F)F)cc1 as listed: Diaphorase inh = 14; Efa HMGR inh = -5; TNAP inh hiacc = -5; TNAP inh noacc = -5; PMI activator = 0.8; FLuc stim CS = 0.4; G6PDH counter = 14; PMI act satM6P = 0.7; Diaphorase act = 0.9; TNAP act hiacc = 1

Next part
Compound	Diaphorase inh	Efa HMGR inh	TNAP inh hiacc	TNAP inh noacc	PMI activator	FLuc stim CS	G6PDH counter	PMI act satM6P	Diaphorase act	TNAP act hiacc
COc1ccccc1N(CC(=O)Nc1cc(C)on1)S(=O)(=O)c1ccc(Cl)cc1	22	-1	-1	-5	0.8	1	3	0.9	0.8	1
O=[N+]([O-])c1ccc(CN2CCSCC2)cc1	20	-6	-8	-22	0.9	1.1	-1	0.9	0.8	1.1
COc1ccc2c(CC(=O)N3CCc4ccccc43)coc2c1	23	0	-4	-8	0.8	0.6	4	1	0.8	1
Cc1nn(C)c(=O)n1-c1ccccc1	9	-5	-6	-7	1	1	1	0.9	0.9	1.1
Nc1cc[n+](CC(=O)Nc2ccccc2)cc1	12	-1	-1	-9	0.9	1.1	6	0.9	0.9	1
O=C(CCS(=O)(=O)c1ccccc1)Nc1ccc(-c2nc3ccccc3s2)cc1	17	-4	-2	-13	1	1	-18	1	0.8	1
O=S(=O)(NCCc1csc(-c2cccnc2)n1)c1ccc(Cl)s1	13	1	-7	-23	1	1.1	-1	1	0.9	1.1
COc1ccccc1-c1nnn(C/C(N)=N/O)n1	1	1	-1	-20	1	1.1	2	1.1	1	1

This is a random part of the collection; 1.7% or so of the library scored in one or more.
